# Source: PubChem BioAssay
# PP1 counter – counter-screen for PP5 inhibitors: inhibitors of human PP1-alpha | P62136 | 320,000 tested, 0.9% active | inhibition, % at 6.7 µM | purified PP1alpha, OMFP fluorescence | AID 2235;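 active = inhibition above the mean inhibition of all tested compounds plus 3 SD, computed separately for each screening campaign, cut at about 15% in these data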
# Target sequence (P62136 whole entry, looked up): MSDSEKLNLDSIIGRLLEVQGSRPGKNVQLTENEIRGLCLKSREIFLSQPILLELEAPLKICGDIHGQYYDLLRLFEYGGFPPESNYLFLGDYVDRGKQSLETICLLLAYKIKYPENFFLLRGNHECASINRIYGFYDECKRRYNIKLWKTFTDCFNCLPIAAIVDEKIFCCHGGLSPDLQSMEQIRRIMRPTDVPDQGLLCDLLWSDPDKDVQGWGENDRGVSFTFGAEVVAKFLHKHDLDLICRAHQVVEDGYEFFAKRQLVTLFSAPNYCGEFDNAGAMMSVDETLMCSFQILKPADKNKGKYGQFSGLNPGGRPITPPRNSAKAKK
# EBNA-1 inhibitor – blocks EBNA-1 binding to DNA. inhibition, % at 14.8 µM. 300,000 tested, 0.34% active. AID 1950. EBNA-1 DNA binding, fluorescence polarization; in the data active = inhibition above about 28%
# CTSL1 counter – cathepsin L1 inhibition, PFM18AAP counter-screen | recombinant F. hepatica cathepsin L1, Z-Leu-Arg-MCA fluorescence | inhibition, % at 5.96 µM | 300,000 tested, 0.49% active | AID 1906;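 active = inhibition above the mean of all tested compounds plus 3 SD, set per screening campaign, cut at about 17% in these data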;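 note: 0% = plate median of test compound wells and 100% = 1 µM Z-Phe-Ala-diazomethylketone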
# Yeast superoxide – caloric restriction mimetics inhibiting age-related superoxide in yeast | S. cerevisiae aged cells, superoxide DHE fluorescence; active compounds read low | superoxide response (% of plate mean), % at 10 µM | 330,000 tested, 0.18% active | AID 2690;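 active = superoxide response under a set limit, about three screen SD below normal, cut at about 65% in these data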;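 note: yeast aged for seven days with compound at 30 °C before DHE staining; 100% = average MFI of all compound-treated wells on the plate with controls excluded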
# PP5 inh – blocks human protein phosphatase 5 activity; P53041; purified PP5c, OMFP substrate fluorescence; inhibition, % at 6.7 µM; 320,000 tested, 0.18% active; AID 1987;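 active = inhibition above the campaign's mean inhibition across all tested compounds plus 3 SD, cut at about 9.5% in these data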;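 note: 0% = DMSO only and 100% = 100 µM cantharidin control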
# TPT1 inhibitor – C. albicans TPT1 enzyme inhibition; recombinant caTPT1, FP RNA substrate dephosphorylation; inhibition, % at 5 µM; 300,000 tested, 0.81% active;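 active = inhibition above the mean of all tested compounds plus 3 SD, set per screening campaign, cut at about 24% in these data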;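 note: plate controls were DMSO alone for no effect and ferristatin control at 100 nM for full effect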
# HCV core dimer – HCV core protein dimerization inhibition | TR-FRET GST/Flag-core106 dimerization, 1536-well | inhibition, % at 5 µM | 300,000 tested, 0.33% active | AID 1899;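 active = inhibition above the mean of all tested compounds plus 3 SD, set per screening campaign, cut at about 45% in these data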
#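 Test system: GST/Flag-tagged HCV core106 proteins; Medium: KF-containing HEPES buffer, pH 7.45, DTT, CHAPS, BSA; Times: compound-protein-antibody incubation 4 h at 22.5 °C; Detection: TR-FRET 671 and 617 nm emission; Benchmarks: wells lacking GST-core106 and wells with excess unlabelled core106.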
# JMJD2C inh – human JMJD2C demethylase inhibition. GST-JMJD2C(1-420) H3K9me3 demethylation, DELFIA europium. 330,000 tested, 0.069% active. inhibition, % at 2.35 µM. AID 2099;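 active = more than half of a compound's replicate wells show inhibition beyond 50%, single wells judged on their own value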;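 note: signal counts dimethyl H3K9 product captured on neutravidin plate; 0% = median of DMSO wells and 100% = 0.3 times that DMSO median; strong numbers were not always called active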
# Target sequence (Q9H3R0 1-420 limits assumed): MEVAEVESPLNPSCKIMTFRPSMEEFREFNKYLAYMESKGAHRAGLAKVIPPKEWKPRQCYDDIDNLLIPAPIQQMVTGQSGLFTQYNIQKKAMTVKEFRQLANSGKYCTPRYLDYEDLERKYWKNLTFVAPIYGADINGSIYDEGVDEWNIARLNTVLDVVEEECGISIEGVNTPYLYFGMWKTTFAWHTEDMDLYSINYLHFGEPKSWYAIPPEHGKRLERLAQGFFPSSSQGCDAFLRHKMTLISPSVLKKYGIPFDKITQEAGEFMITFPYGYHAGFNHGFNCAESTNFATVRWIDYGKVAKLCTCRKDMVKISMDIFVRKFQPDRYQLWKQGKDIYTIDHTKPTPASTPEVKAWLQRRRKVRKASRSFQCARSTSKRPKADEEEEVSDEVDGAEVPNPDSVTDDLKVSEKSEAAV
# ZTA DNA inh – ZTA (EBV) inhibition in EBNA-1 counter-screen; inhibition, % at 11 µM; ZTA-DNA binding, fluorescence polarization; P03206; AID 2234; 320,000 tested, 0.15% active; in the data active = inhibition above about 33%
# Target sequence (P03206 whole entry, looked up): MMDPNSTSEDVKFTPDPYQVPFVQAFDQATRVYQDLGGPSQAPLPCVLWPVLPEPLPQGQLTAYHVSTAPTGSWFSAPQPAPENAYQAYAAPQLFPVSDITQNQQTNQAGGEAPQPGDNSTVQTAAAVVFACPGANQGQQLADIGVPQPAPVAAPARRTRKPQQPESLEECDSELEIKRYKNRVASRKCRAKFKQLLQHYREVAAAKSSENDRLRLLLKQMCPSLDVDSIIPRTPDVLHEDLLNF
# * marks the source's active call; other numbers are inactive results; . = not tested or not shown; & = joins results of further samples. No enrichment for hits; overall some 3.1% were active at least once.
SMILES,PP1 counter,EBNA-1 inhibitor,CTSL1 counter,Yeast superoxide,PP5 inh,TPT1 inhibitor,HCV core dimer,JMJD2C inh,ZTA DNA inh
CCOc1ccc(S(=O)(=O)N(CC)CC(=O)NCc2cccnc2)cc1C,-2,8,4,93,1.1,1,-5,-6,-5
O=C(CSc1nc2ccccc2c(=O)n1CCC(=O)N1CCCCC1)NCc1ccccc1,-1,0,-3,95,-0.8,-2,-1,0,4
COc1cc(C=O)ccc1Oc1nc(Nc2ccc(F)cc2F)nc(N2CCOCC2)n1,-1,-27,2,104,3.1,3,19,65,-11
CCN1C(=O)C(=O)N(CC(=O)Nc2ccccc2OC(F)F)C1=O,1,.,.,118,2.6,.,.,2,-1
COCC(=O)Nc1cccc(C(F)(F)F)c1,0,8,-3,97,4.0,4,-3,11,-7
Cc1cc(=O)c(C(=O)Nc2cccc(N3CCCC3=O)c2)nn1-c1ccccc1F,-4,.,.,117,-0.6,.,.,3,3
COc1ccc(C(=O)CSc2nc(C)cc(C)n2)cc1[N+](=O)[O-],3,5,2,99,1.6,-3,5,-24,6
Cc1ccc(S(=O)(=O)Nc2ccccc2-c2ccccc2)cc1,2,-9,0,102,3.6,-1,11,5,-16
CC(=O)Nc1ccc(S(=O)(=O)N2CCCCC2C(=O)O)cc1 (configuration not stated),-5,4,-5,107,-1.2,1,-9,8,11
O=C(CSC1=NS(=O)(=O)c2cc(Cl)ccc2N1)NCCc1ccccc1,-2,4,-3,91,-0.2,1,-3,-7,3
Cc1ccc(S(=O)(=O)n2nc(C)cc2C)cc1,0,-2,-2,96,0.4,-1,-1,-5,-16
COc1cc(CCCN2C(=O)C(=O)NC[C@@H]2C(C)O)cc(OC)c1OC (some centres not stated),1,9,0,103,1.7,-4,4,-2,10
COc1ccc(CNS(=O)(=O)c2cccc(S(=O)(=O)N3CCOCC3)c2)cc1,-2,10,-1,88,3.0,0,1,-4,0
O=C1c2ccccc2C(Nc2ccc(S(=O)(=O)N3CCOCC3)cc2)N1c1cccnc1 (configuration not stated),-1,-4,0,86,1.4,-1,-8,-1,-9
COc1cccc(OCc2cc(/C=N/NC(=O)c3ccn[nH]3)ccc2OC)c1,1,1,-1,103,3.3,8,48*,-29,-11
CC(=O)/C(N=Nc1ccc2c(c1)OCCO2)=C(\C)O,-4,-10,8,105,-3.7,1,-7,-1,-18
Cc1cc(Sc2nc(N(C)C)nc(N(C)C)n2)nc(Cl)n1,2,9,-3,86,1.9,2,2,1,-2
O=C(COc1ccc(Br)cc1)Nc1ccc(NC(=O)c2ccccc2)cc1,-1,-10,0,103,4.5,1,-2,-21,8
CCN1CCN(c2nc3ccccc3n3cnnc23)CC1,-8,-4,11,102,1.0,-3,4,5,-13
CSc1cccc(NC(=O)CN(Cc2ccc(Cl)cc2)S(C)(=O)=O)c1,-1,4,2,125,4.5,4,1,4,3
CN(CC(=O)Nc1ccc(Cl)c(C(F)(F)F)c1)C(=O)Cc1cccs1,-3,-4,0,119,1.6,1,-2,-3,-5
Cc1ccc(C)c(NC(=O)C2CC(Cl)=CCC2C(=O)O)c1 (configuration not stated),-2,-2,2,112,-1.8,4,-5,-2,-8
O=C(O)CCC(=O)Nc1nc2ccc([N+](=O)[O-])cc2s1,-3,9,9,118,-2.0,-2,4,-1,5
CCOC(=O)CC1C(=O)NCCN1S(=O)(=O)c1cc(Cl)c(Cl)cc1Cl (configuration not stated),-5,0,-3,100,2.6,-5,-4,9,11
COc1ccc(C2NC(=S)NC3=C2CCc2ccccc23)cc1OC (configuration not stated),0,-6,0,84,1.6,-2,-1,14,-6
CCC(C(=O)N/N=C(\C)c1cccnc1)c1ccccc1 (configuration not stated),-2,1,4,77,2.0,0,2,3,2
CN(C(=O)c1ccccc1C(=O)OCC(=O)NCc1cccs1)C1CCCCC1,2,-1,-2,117,-1.0,1,9,-11,1
COc1ccc(Cc2nc3ccc(C(=O)NCCSC)cc3o2)cc1,-1,11,-5,100,-0.9,-4,-7,13,-4
COc1ccc(S(=O)(=O)N2CCCOC2CNC(=O)C(=O)NCCc2ccco2)cc1C (configuration not stated),-2,2,-1,106,1.6,-3,-4,0,-9
COc1ccccc1NC(=O)C1CCCN(C(=O)NCc2ccccc2)C1 (configuration not stated),0,-5,-1,105,3.8,-1,-8,4,-6

# Shown as a hit in HCV core dimer, of those listed so far:
SMILES,EBNA-1 inhibitor,PP5 inh,TPT1 inhibitor,HCV core dimer,JMJD2C inh
COc1cccc(OCc2cc(/C=N/NC(=O)c3ccn[nH]3)ccc2OC)c1,1,3.3,8,48*,-29

# Further compounds follow.
SMILES,PP1 counter,EBNA-1 inhibitor,CTSL1 counter,Yeast superoxide,PP5 inh,TPT1 inhibitor,HCV core dimer,JMJD2C inh,ZTA DNA inh
CC(C)=CCc1c(O)c(CC=C(C)C)c2c(c1O)-c1cc(O)c(O)cc1CC2,-4,-7,-2,112,6.2,1,-4,-11,-2
O=C(c1cccc([N+](=O)[O-])c1)N1CCN(C/C=C/c2ccccc2)CC1,-3,-3,-1,105,0.3,-4,3,-6,0
Cc1nc2ccc(N)cc2c(=O)n1Cc1ccc(Cl)cc1,0,-13,-2,103,3.0,-1,12,5,1
CC(C)(C)CC(=O)Nc1ccc(Nc2ccccc2)cc1,0,-2,-1,104,-0.9,-2,-6,-18,-1
COc1cc(CN2CCNC(=O)C2CC(=O)N(C)CCCN2CCOCC2)cc(OC)c1 (configuration not stated),2,-3,1,109,2.2,-3,-4,5,-14
CCCn1c(=O)c2ccccc2n2c(SCC(=O)c3ccc(CC)cc3)nnc12,1,-1,-5,99,2.0,-9,-1,2,-27
CCCCNC(=O)C1CC(c2ccc(C(F)(F)F)cc2)=NO1 (configuration not stated),0,-13,0,95,3.6,-1,-8,-3,-28
COc1ccc(C2(C(=O)Nc3ccc(C(=O)N4CCOCC4)cc3)CCOCC2)cc1,-2,-5,1,101,5.7,-4,-10,6,0
CC(=O)Nc1ccc(S(=O)(=O)N2C(=O)c3cccc4cccc2c34)cc1,-1,-1,3,91,0.0,-1,-2,5,-9
COc1cc(S(=O)(=O)N2CCCCCC2)ccc1-n1cnnn1,-4,-2,-1,117,-0.7,-2,2,28,11
CC(C)(C)c1ccc(-n2ncc3c2CCCC3NC(=O)CN2CCOC2=O)cc1 (configuration not stated),-3,-1,1,96,1.4,-5,5,2,4
CCn1c(-c2ccc(C(C)(C)C)cc2)n[nH]c1=S,1,5,1,112,2.5,-1,3,0,-1
CC(NC(=O)C12CC3(C)CC(C)(CC(C)(C3)C1)C2)C(=O)O (configuration not stated),-2,4,3,93,0.5,-7,0,49,3
O=C(COC(=O)C1CCN(S(=O)(=O)c2ccccc2)CC1)NCCc1ccccc1,4,.,.,99,1.4,.,.,14,-8
COc1ccc(N2C(=O)N3[C@H](c4ccc(Cl)cc4)[C@@H]4C(=O)N(C5CCCCC5)C(=O)[C@@H]4[C@]3(C)C2=O)cc1,-5,-4,1,108,-1.8,2,7,3,-7
O=C(Nc1ccc(F)cc1Cl)c1ccc2c(=O)n3c(nc2c1)CCCCC3,-4,-3,1,106,5.9,2,4,1,4
NC(=O)c1cc(S(=O)(=O)N2CCN(c3cccc(Cl)c3)CC2)cs1,-3,6,0,112,-0.8,3,-1,3,2
COc1ccc(CNC(=O)c2ccc(Cn3cc(Cl)cn3)o2)cc1,0,-26,-3,97,2.0,-1,-9,-19,7
COc1cc(/C=N/NC(=O)c2cc(-c3cccc(OC(C)C)c3)nc3ccccc23)ccc1O,1,9,-5,101,4.0,-1,3,-4,-20
CNc1ccccc1C(C)(C)c1cc(-c2ccco2)n[nH]1,1,-3,-2,101,-0.6,3,-5,-3,-16
CCNC(=S)NNC(=O)c1ccc(=O)n(Cc2ccccc2)c1,-5,-9,0,91,2.8,-2,-2,9,-4
N#C/C(=C/c1ccc(N2CCCCC2)o1)c1cccc(F)c1,-1,-1,15,122,0.8,134*,0,-14,-14
CCCOc1ccc(N2CC(C(=O)Nc3ccccc3F)CC2=O)cc1 (configuration not stated),0,7,3,106,0.3,-1,3,-11,9
COc1ccccc1CNC(=O)Cc1csc(NC(=O)Nc2ccccc2OC)n1,5,-6,2,109,2.6,-4,0,-3,-11
c1ccc(CNc2nc(NCc3ccccc3)c3ccccc3n2)cc1,34*,-8,-4,91,3.8,4,-2,10,2
O=C(Nc1nccs1)c1cc(S(=O)(=O)N2CCOCC2)c(Cl)cc1Cl,-3,11,0,92,-0.2,-5,-3,2,11
CCOc1ccccc1-n1c(SCC(=O)NCc2ccco2)nnc1-c1ccncc1,2,3,-2,104,2.7,-3,-8,-1,-20
O=C(CN1C(=O)c2ccccc2C1=O)NCC1COc2ccccc2O1 (configuration not stated),1,5,-5,87,1.2,-8,-4,-4&43,-8
O=C(c1cc(-c2ccc(Cl)cc2Cl)on1)N1CCN(C(=O)c2ccco2)CC1,1,-3,-1,123,3.8,5,-1,7,3
CCc1noc(C)c1C(=O)NNC(=O)c1nn(C)c(=O)c2ccccc12,-4,.,.,94,1.7,.,.,3,-5

# The list goes on, starting with the last four of the part before.
SMILES,PP1 counter,EBNA-1 inhibitor,CTSL1 counter,Yeast superoxide,PP5 inh,TPT1 inhibitor,HCV core dimer,JMJD2C inh,ZTA DNA inh
CCOc1ccccc1-n1c(SCC(=O)NCc2ccco2)nnc1-c1ccncc1,2,3,-2,104,2.7,-3,-8,-1,-20
O=C(CN1C(=O)c2ccccc2C1=O)NCC1COc2ccccc2O1 (configuration not stated),1,5,-5,87,1.2,-8,-4,-4&43,-8
O=C(c1cc(-c2ccc(Cl)cc2Cl)on1)N1CCN(C(=O)c2ccco2)CC1,1,-3,-1,123,3.8,5,-1,7,3
CCc1noc(C)c1C(=O)NNC(=O)c1nn(C)c(=O)c2ccccc12,-4,.,.,94,1.7,.,.,3,-5
CCn1c(SCC(=O)Nc2ccc(NC(C)=O)cc2)nnc1C1CC1,5,-6,-1,77,0.2,-2,-3,17,-13
Cc1ccc(NCc2nnc(SCC(=O)Nc3ncc(C)s3)n2Cc2ccco2)c(C)c1,1,-8,1,105,2.2,-3,2,-20,0
C(=Nc1cccc2c(N=Cc3ccco3)cccc12)c1ccco1,2,6,12,103,-1.4,-14,-16,28,-4
NC(=O)CCN1CCN(Cc2cn[nH]c2-c2cccc3ccccc23)CC1,1,-9,-2,97,2.9,3,-1,-6,0
Cc1cccc(S(=O)(=O)NNC(=O)Cc2cccn2C)c1,1,-14,-4,109,2.4,-1,7,12,5
COc1cccc(CCc2nnc(CCC(=O)NC(C)c3c(C)nn(C)c3C)o2)c1 (configuration not stated),4,8,-1,98,0.3,-8,-2,-4,-3
O=C(C[n+]1ccc(C(=O)N/N=C/c2ccc(O)cc2)cc1)c1ccccc1,6,6,4,93,2.6,8,-6,-1,8
C/C(=C\C(=O)c1ccccc1)Nc1ccc(Br)c(Cl)c1,-7,-6,5,110,0.0,-1,5,36,7

# Sorted by molar mass (low to high): four of the compounds above
SMILES,PP1 counter,EBNA-1 inhibitor,CTSL1 counter,Yeast superoxide,PP5 inh,TPT1 inhibitor,HCV core dimer,JMJD2C inh,ZTA DNA inh
Cc1cccc(S(=O)(=O)NNC(=O)Cc2cccn2C)c1,1,-14,-4,109,2.4,-1,7,12,5
C/C(=C\C(=O)c1ccccc1)Nc1ccc(Br)c(Cl)c1,-7,-6,5,110,0.0,-1,5,36,7
O=C(C[n+]1ccc(C(=O)N/N=C/c2ccc(O)cc2)cc1)c1ccccc1,6,6,4,93,2.6,8,-6,-1,8
NC(=O)CCN1CCN(Cc2cn[nH]c2-c2cccc3ccccc23)CC1,1,-9,-2,97,2.9,3,-1,-6,0
